Screening data as filed in PubChem.
PostGolgi ctrl: growth inhibition of yeast control strain, primary screen, counter-screen for post-Golgi transport modulator project | efflux-deficient yeast background strain, growth absorbance A615, 16 h | 98,000 tested, 5% active | inhibition, % at 10 µM | AID 738, 2007
S1P2 blocker: human S1P2 receptor antagonists, primary screen, cell-based. Sphingosine 1-phosphate receptor 2 (Homo sapiens), O95136. cell-based S1P2 antagonist assay, inhibition at 5 uM. inhibition, % at 5 µM. 97,000 tested, 0.21% active; in the data active = inhibition above about 45%;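 note: CRE beta-lactamase reporter cells expressing human S1P2 stimulated with S1P; 0% = agonist at EC80 alone and 100% = agonist plus reference antagonist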
Target sequence (O95136 whole entry, looked up): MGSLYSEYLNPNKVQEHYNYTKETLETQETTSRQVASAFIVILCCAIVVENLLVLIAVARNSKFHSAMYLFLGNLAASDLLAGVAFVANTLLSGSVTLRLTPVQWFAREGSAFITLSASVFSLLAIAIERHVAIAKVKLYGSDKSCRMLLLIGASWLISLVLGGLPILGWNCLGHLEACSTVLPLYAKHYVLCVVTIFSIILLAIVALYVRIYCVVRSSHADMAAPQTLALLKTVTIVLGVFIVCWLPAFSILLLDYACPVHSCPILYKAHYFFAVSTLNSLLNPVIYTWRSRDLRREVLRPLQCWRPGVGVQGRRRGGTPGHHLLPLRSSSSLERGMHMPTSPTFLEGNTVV
S1P2 agonist: S1P2 receptor agonists, primary screen, cell-based | Sphingosine 1-phosphate receptor 2 (Homo sapiens), O95136 | 97,000 tested, 0.46% active | activation, % at 4.5 µM | S1P2-expressing cell line, agonist reporter read-out; in the data active = activation above about 16%;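 note: 0% = vehicle low control and 100% = maximal reference agonist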
HUVEC prolif 384: inhibitors of HUVEC proliferation, primary screen, cell-based, 384-well; AID 648, 2007; viability, % at 10 µM (by protocol); 86,000 tested, 1.1% active; CellTiter-Glo luminescence, 72 h; active compounds read low;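 active = viability at or below 30%; inactive = viability above 30%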;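 note: 100% = median luminescence of DMSO-only cell control wells on each plate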
H69AR growth 86K: proliferation blockers of H69AR lung cancer cells, primary screen, cell-based, human, 86K library; H69AR lung tumor viability, ATP luminescence, 72 h; active compounds read low; viability, % at 10 µM; 85,000 tested, 6% active; AID 598, 2007;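 active = viability at or below 40%; inactive = viability above 40%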;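 note: multidrug resistant small cell line overexpressing MRP-1 efflux transporter; 100% = mean luminescence of untreated control wells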
hDAT+cocaine: changed hDAT dopamine uptake under cocaine IC80, either direction, primary screen, cocaine antagonist project, cell-based, LLC-PK1 hDAT, [14C]-dopamine uptake, MLSMR | LLC-PK1 hDAT cells, [14C]-dopamine uptake with cocaine IC80; actives deviate in either direction | 110,000 tested, 1.3% active | Sodium-dependent dopamine transporter (Homo sapiens), Q01959 | B-score at 10 µM;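 active = Z score or B-score, a plate-position-corrected score, falls beyond the plate's 99.7% confidence bounds, in either direction; inactive = both scores lie inside the 99.7% bounds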;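 note: scored against the spread of the other compound wells on the same plate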
Target sequence (Q01959 whole entry, looked up): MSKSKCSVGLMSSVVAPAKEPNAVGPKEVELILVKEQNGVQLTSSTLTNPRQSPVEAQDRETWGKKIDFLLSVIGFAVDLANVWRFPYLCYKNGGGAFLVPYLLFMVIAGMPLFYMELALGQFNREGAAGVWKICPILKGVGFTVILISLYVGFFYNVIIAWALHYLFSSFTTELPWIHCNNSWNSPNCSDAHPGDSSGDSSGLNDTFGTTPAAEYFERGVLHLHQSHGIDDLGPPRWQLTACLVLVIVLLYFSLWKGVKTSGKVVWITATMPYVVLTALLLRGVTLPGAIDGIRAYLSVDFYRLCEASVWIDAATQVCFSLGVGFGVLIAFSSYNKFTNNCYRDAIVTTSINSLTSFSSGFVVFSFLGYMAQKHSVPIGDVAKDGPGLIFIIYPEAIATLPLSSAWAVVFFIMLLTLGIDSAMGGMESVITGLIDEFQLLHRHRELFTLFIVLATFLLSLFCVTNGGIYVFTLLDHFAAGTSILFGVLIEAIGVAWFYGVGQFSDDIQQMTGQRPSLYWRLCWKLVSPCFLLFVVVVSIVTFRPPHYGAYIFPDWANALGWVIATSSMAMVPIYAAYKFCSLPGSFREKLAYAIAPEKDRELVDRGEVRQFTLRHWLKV
PostGolgi yeast: phenotypic screen on post-Golgi transport, primary screen. inhibition, % at 10 µM. post-Golgi transport phenotypic cell assay. AID 739, 2007. 98,000 tested, 0.9% active;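 note: yeast cells grown in 1536-well plates; yeast grown about 18 h at 30C before absorbance read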
Fibroblast inh: antiproliferative effect on LL 47 fibroblasts – human, LL 47 cells, CellTiter-Glo luminescence, primary screen. viability, % at 10 µM. LL 47 human lung fibroblast viability, ATP luminescence; active compounds read low. 85,000 tested, 1.1% active;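 active = viability at or below 50% in the single dose screen; inactive = viability above 50%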;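 note: compound exposure lasted 72 h before the ATP readout; 100% = median luminescence of untreated cell-only wells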
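Material: Human LL 47 lung fibroblast cells | Input: 1,150 cells/well | Buffer or medium: IMEM plus 15% FBS | Compound dosing: 0.1% DMSO in all compound wells | Times: Overnight cell rest, 72 h compound treatment at 37 °C | Signal: CellTiter-Glo luminescence measuring cellular ATP | Measure: % viability versus median cells-only luminescence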
Ecoli WT expand: growth inhibitors of wild-type E. coli, primary screen, strain BW25113, expanded library, OD600. OD600 absorbance. growth inhibition, % at 100 µM. 98,000 tested, 0.15% active. AID 710, 2007;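 active = growth inhibition above about 50% at one test dose, limit read from the data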;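 note: growth measured after 20 h incubation at 37 °C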
Active calls of the source: *; nt = not tested or not shown. Cut-off read from the data, not from the text of the source, unless noted: active = inhibition above about 30%; inactive = the rest. Rows are unselected (roughly 11% active in at least one column).

Start of the listing, in advance:
entry | Structure | HUVEC prolif 384 | S1P2 agonist | S1P2 blocker | PostGolgi yeast | PostGolgi ctrl | H69AR growth 86K | hDAT+cocaine | Fibroblast inh | Ecoli WT expand
1 | CSc1nc2ccc(S(=O)(=O)N3CCCC3)cc2s1 | 90.3 | -5.6 | -7.8 | -5.0 | -2.4 | 103.0 | -0.0267 | 96.0 | 6.0
2 | CN(CC(=O)N1CCc2ccccc21)S(=O)(=O)c1cccs1 | 100.4 | -3.4 | -5.4 | 0.8 | 5.0 | 89.8 | -0.0934 | 99.3 | 7.0

This part in full, repeating the preview:
entry | Structure | HUVEC prolif 384 | S1P2 agonist | S1P2 blocker | PostGolgi yeast | PostGolgi ctrl | H69AR growth 86K | hDAT+cocaine | Fibroblast inh | Ecoli WT expand
1 | CSc1nc2ccc(S(=O)(=O)N3CCCC3)cc2s1 | 90.3 | -5.6 | -7.8 | -5.0 | -2.4 | 103.0 | -0.0267 | 96.0 | 6.0
2 | CN(CC(=O)N1CCc2ccccc21)S(=O)(=O)c1cccs1 | 100.4 | -3.4 | -5.4 | 0.8 | 5.0 | 89.8 | -0.0934 | 99.3 | 7.0
3 | O=C(NCCCN1CCCC1=O)c1cccc(C(F)(F)F)c1 | 97.5 | -13.2 | 6.1 | -5.0 | 35.1* | 89.3 | 0.374 | 93.2 | 0.0
4 | CCc1c(C)nc(SCC(=O)Nc2c(C)n(C)n(-c3ccccc3)c2=O)[nH]c1=O | nt | -2.2 | 9.3 | -5.8 | 5.0 | nt | 0.189 | nt | -1.0
5 | Cn1c2ccccc2c(=O)n2c(=O)c3ccccc3cc12 | 91.3 | 1.1 | -12.0 | -0.8 | -1.9 | 70.4 | 0.106 | 97.2 | -3.0
6 | CC1(C)Cc2c(sc3nc(-c4cccs4)n(N)c(=O)c23)CO1 | 83.7 | nt | nt | -2.4 | 18.9 | 35.5* | -0.61 | 83.0 | -4.0
7 | CCCN1C(=O)c2cc(C(=O)NC3CCCCCC3)ccc2C1O (configuration not stated) | 83.0 | -2.8 | 0.6 | 5.8 | 0.1 | 71.6 | 0.519 | 90.7 | 4.0
8 | Cc1nc2c(-c3ccc(F)cc3)c(C)nn2c(C)c1CCC(=O)NC(C)CCc1ccco1 (configuration not stated) | 84.0 | -2.3 | 15.1 | 2.7 | 16.1 | 74.1 | 1.25 | 83.2 | -5.0
9 | CCn1c(SCC(=O)NCc2cccs2)nnc1-c1cccs1 | 102.5 | -2.2 | -16.8 | -0.2 | 1.8 | 97.7 | -0.292 | 97.7 | 0.0
10 | CCOC(=O)CSc1nc(C(C)(C)C)cc(C(F)(F)F)c1C#N | 102.1 | 1.2 | -9.8 | 0.9 | 12.7 | 81.8 | -0.527 | 98.8 | 8.0
11 | O=C(N/N=C/c1cccc(OC2CSC2)c1)c1ccccc1O | nt | -5.8 | 0.8 | 13.2 | 12.1 | nt | -0.973 | nt | -16.0
12 | Cc1ccc(CNC(=O)c2cccc(-n3cnnn3)c2)cc1 | 100.5 | -1.9 | -15.7 | -2.0 | 4.6 | 94.8 | 0.143 | 99.6 | -8.0
13 | CN(C)c1ccc(NC(=O)CSc2nnc(-c3cccs3)n2Cc2ccco2)cc1 | 98.3 | -7.1 | 2.8 | 3.5 | 16.9 | 76.3 | -0.0643 | 94.4 | 8.0
14 | COC(=O)C1=C(C)N=C2SC(C#N)=C(N)N2C1c1ccc(OCc2ccccc2)cc1 (configuration not stated) | nt | -2.6 | -0.2 | 24.3 | 16.2 | nt | -0.184 | nt | 2.0
15 | Cc1ccc(N(CC(O)CN2CCCC2)S(=O)(=O)c2ccccc2)cc1 (configuration not stated) | 90.9 | -6.5 | -2.0 | -0.5 | 2.4 | 88.9 | -0.985 | 90.8 | 3.0
16 | O=C(NNC(=O)c1cccnc1)Nc1ccc(Cl)c(Cl)c1 | nt | -6.6 | -6.5 | -2.4 | 15.7 | nt | -0.371 | nt | 2.0
17 | Cc1ccc(-c2cc(-c3ccc(Cl)cc3)c(C#N)c(N)n2)o1 | 58.5 | 18.5* | -28.1 | 7.0 | 7.6 | 7.1* | 0.119 | 71.3 | 10.0
18 | COc1ccc(CCN(C(=O)C(F)(F)F)C(C(=O)NC2CCCC2)c2cccs2)cc1 (configuration not stated) | nt | -5.1 | 6.1 | -3.3 | 6.8 | nt | -0.0499 | nt | -10.0
19 | CCSc1nnc(NC(=O)CSc2nc(CC)nc3c2c(=O)n(C)c(=O)n3C)s1 | 90.3 | -2.5 | -14.2 | -1.3 | 0.9 | 93.1 | -0.0458 | 105.5 | -8.0
20 | O=C(CN1CCCc2ccccc21)NC(=O)NCc1ccco1 | 105.1 | -1.8 | 12.1 | -2.4 | 4.2 | 93.0 | 0.413 | 95.0 | -15.0
21 | Cc1ccc(-c2nn3c(C)nnc3c3ccccc23)cc1S(=O)(=O)N1CCN(CCO)CC1 | 87.6 | -0.1 | 2.0 | -11.9 | 5.5 | 71.4 | -2.58 | 93.8 | -5.0
22 | O=C(NCC(=O)N(Cc1ccco1)C(C(=O)NC1CCCC1)c1ccncc1)c1cccs1 (configuration not stated) | 94.0 | -5.0 | 4.4 | nt | nt | 83.4 | -0.206 | 94.8 | nt
23 | Cc1ccc(C)c(NC(=O)C2CC(=O)N(C(C)C)C2)c1 (configuration not stated) | 84.3 | -8.2 | -2.5 | 0.5 | 14.1 | 96.5 | nt | 91.6 | -4.0
24 | COCCNC(=O)C1CC(c2ccc(F)cc2)=NO1 (configuration not stated) | 96.5 | -6.5 | -4.9 | -0.5 | 6.5 | 97.1 | -0.182 | 95.1 | 6.0
25 | CCCOC(=O)Cc1c(O)c2ccccc2[nH]c1=O | 101.9 | -4.6 | 16.1 | -6.3 | 3.6 | 98.3 | 0.0194 | 97.6 | 8.0

Remaining list, next part
entry | Structure | HUVEC prolif 384 | S1P2 agonist | S1P2 blocker | PostGolgi yeast | PostGolgi ctrl | H69AR growth 86K | hDAT+cocaine | Fibroblast inh | Ecoli WT expand
26 | Cc1cc(NC(=O)c2cn(C3CCCCC3)c(=O)c3c2c2ccccc2n3C)no1 | 86.1 | -2.5 | 13.2 | -8.4 | 12.3 | 71.6 | 0.312 | 96.7 | -12.0
27 | CCOC(=O)c1c(NC(C)=O)sc2c1CCC(C=O)=C2Sc1ccccc1 | 31.8 | 1.6 | -19.2 | -2.9 | 2.8 | 4.6* | -0.64 | 17.8* | 5.0
28 | CCOc1ccccc1NC(=O)CSc1nnnn1Cc1ccccc1 | 87.7 | -1.3 | -18.4 | -3.1 | 12.5 | 86.1 | 0.737 | 87.0 | -5.0
29 | COc1c(C)cccc1C(=O)Nc1ccc(N2CCN(S(C)(=O)=O)CC2)cc1 | 101.2 | -6.7 | 9.5 | 1.2 | -3.9 | 101.6 | -7.94* | 109.2 | -1.0
30 | CCC(=O)Nc1cc(Cl)ccc1C(=O)O | 94.2 | 0.2 | -0.7 | 0.8 | -3.0 | 94.0 | 0.521 | 108.5 | -25.0
31 | COc1cccc(-n2cnnn2)c1 | 92.9 | -4.2 | -6.1 | 1.6 | 5.9 | 96.8 | -0.182 | 105.7 | 9.0
32 | CCOc1ccc(-c2[nH]nc3c2C(c2cccnc2)C(C#N)=C(N)O3)cc1 (configuration not stated) | 109.0 | -2.9 | 5.3 | 11.1 | 17.3 | 82.2 | 0.285 | 100.7 | 0.0
33 | O=C(COC(=O)c1cc(S(=O)(=O)N2CCOCC2)ccc1O)NCC1CCCO1 (configuration not stated) | 108.7 | -3.0 | 11.8 | -5.2 | 2.9 | 88.1 | -0.274 | 109.9 | 1.0
34 | COc1ccc(Cl)cc1Nc1nc(N)nc(C(F)(F)F)n1 | 64.7 | -1.3 | -0.3 | 5.7 | 11.4 | 76.0 | -0.225 | 92.4 | -3.0
35 | O=c1oc(Nc2cccc(F)c2)nc2ccccc12 | nt | -1.6 | 15.6 | -1.0 | 17.5 | nt | -0.57 | nt | -4.0
36 | N#Cc1nc(Cc2cccc3ccccc23)oc1NCCCn1ccnc1 | 66.6 | -10.1 | 18.9 | -3.8 | 11.6 | 88.4 | 0.433 | 84.8 | 9.0
37 | Cc1cc(OC(C)C)nc(-c2ccccc2O)n1 | 99.1 | -5.3 | -25.6 | 14.9 | -7.2 | 87.7 | 0.213 | 103.7 | 1.0
38 | COc1ccccc1-n1nnnc1SCc1cc2c(cc1Br)OCO2 | 95.0 | -2.5 | 6.3 | 0.2 | 15.0 | 76.0 | 0.249 | 92.8 | -7.0
39 | Cc1ccc(S(=O)(=O)c2nc(Nc3ccccc3N3CCOCC3)sc2Cl)cc1 | 100.6 | -7.4 | 2.6 | 6.0 | 3.5 | 76.8 | 0.307 | 101.2 | 2.0
40 | CCOC(=O)N1CCC(NC(=O)c2cc(C(=O)NCc3ccc(F)cc3)ccc2CO)CC1 | 101.6 | 8.6 | 15.8 | -4.1 | 15.1 | 104.3 | -0.0166 | 98.7 | 2.0
41 | CC(C(=O)N1CCN(c2ccccc2)CC1)N1C(=O)C2CC=CCC2C1=O (configuration not stated) | 97.7 | -2.7 | -5.0 | 1.9 | -1.9 | 93.2 | -1.25 | 98.4 | -4.0
42 | Cc1nn(Cc2ccccc2Cl)c2sc(C(=O)NC(C)(C)C)cc12 | 80.0 | -2.5 | -6.6 | -1.3 | 19.5 | 87.2 | -0.00242 | 80.4 | 1.0
43 | CC(=O)c1c(C(C)=O)c(C)n(Cc2ccc3c(c2)OCO3)c1C | 103.0 | -6.8 | -0.6 | -0.7 | 1.3 | 97.1 | 0.0233 | 97.4 | -3.0
44 | CC(C)C(=O)Nc1ccc(C(=O)NNC(=O)CCCOc2ccc(Cl)cc2Cl)cc1 | nt | 0.1 | 7.5 | -7.0 | 15.5 | nt | 0.0438 | nt | -3.0
45 | COc1ccc2cc(CCNC(=O)C(C)(C)C)c(=O)[nH]c2c1 | 106.9 | nt | nt | 11.6 | 3.5 | 97.8 | -0.0327 | 99.1 | 4.0
46 | CCCCOC(=O)Nc1nnc(CC)s1 | 100.0 | -4.0 | -8.5 | 1.0 | 7.5 | 105.3 | 0.47 | 109.6 | 4.0
47 | CC(C)=C1SC(N2CCN(c3cccc(C)c3)CC2)=NC1=O | 95.0 | -8.2 | -5.5 | 7.3 | 3.5 | 96.9 | 1.16 | 98.8 | 3.0
48 | CCN1C(=O)NC2C1N(S(C)(=O)=O)CCN2S(C)(=O)=O (configuration not stated) | 91.0 | -0.7 | 3.1 | 1.3 | 10.7 | 87.5 | 0.0962 | 98.8 | 5.0
49 | CCOc1cc2[nH]c(=S)n(Cc3ccc(C(=O)NCCOC)cc3)c(=O)c2cc1OCC | 70.4 | -1.0 | 6.4 | -2.8 | 0.0 | 87.6 | 0.301 | 93.5 | -7.0
50 | Cc1ccc(Cl)cc1N1CCN(C(c2ccc(C#N)cc2)c2nnnn2C2CCCC2)CC1 (configuration not stated) | 120.4 | -5.7 | -14.3 | -5.9 | 2.0 | 89.9 | -0.44 | 97.8 | -14.0
51 | Cc1cc(C(=O)O)ccc1-n1c(C)ccc1C | 102.5 | 25.4* | 10.3 | 11.1 | 0.6 | 106.0 | -0.931 | 96.2 | -2.0
52 | COc1cc2c(C(=O)NCc3ccc4c(c3)OCO4)cn(C)c(=O)c2cc1OC | 103.8 | 12.3 | -18.4 | 8.6 | -2.6 | 73.1 | -0.521 | 108.7 | -3.0
53 | O=C(OCC(=O)N(C1CCCCC1)C1CCCCC1)c1cnccn1 | 98.1 | nt | nt | -5.5 | -0.3 | 1.2* | 0.544 | 106.5 | 9.0
